Bioassay records deposited in PubChem BioAssay by National Center for Advancing Translational Sciences (NCATS).
TRHR agonist = qHTS for Small Molecule Agonists and Allosteric Enhancers of Human TRH Receptor: Primary Screen for Agonists; Thyrotropin-releasing hormone receptor (Homo sapiens), P34981; TRHR cells, calcium flux fluo-8, FDSS agonist mode; activation, % at 2 µM; actives 0.18% (n = 360,000); note: 0% is about no effect
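Read-out: compound-evoked intracellular calcium rise in TRHR cells, fluo-8 dye, kinetic FDSS fluorescence at 1 s/cycle following a 10-cycle baseline. Cells cultured overnight before dye loading (30 min–1.5 h, RT).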
D2 antag = HTS Assay for Allosteric Antagonists of the Human D2 Dopamine Receptor: Primary Screen for Antagonists. HEK293 TREx D2 cells, calcium flux, dopamine EC80. inhibition, % at 10 µM. actives 2% (n = 340,000). AID 485344, 2010; in the data active = inhibition above about 30%; note: 0% is about no effect
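Compounds are added to dye-loaded, induced HEK293 T-REx cells coupled to calcium release via D2; after a 3 min kinetic read an EC80 dopamine stimulus is given and fluorescence is recorded for 3 more min.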
RXFP1 antag = qHTS Assay for Antagonists of the Relaxin Receptor RXFP1. Relaxin receptor 1 (Homo sapiens), Q9HBX9. actives 0.59% (n = 350,000). activity change, negative = inhibition, % at 57.5 µM. HEK293-RXFP1, relaxin-stimulated cAMP HTRF, 30 min; active compounds read low;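 active = activity change of -60% or lower, but not beyond a set lower limit; inconclusive = change between -60% and -40%, or beyond the set limit; inactive = change above -40%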; note: % is set by controls: 0 for no effect and ±100 for the full control effect
Target sequence (Q9HBX9 whole entry, looked up): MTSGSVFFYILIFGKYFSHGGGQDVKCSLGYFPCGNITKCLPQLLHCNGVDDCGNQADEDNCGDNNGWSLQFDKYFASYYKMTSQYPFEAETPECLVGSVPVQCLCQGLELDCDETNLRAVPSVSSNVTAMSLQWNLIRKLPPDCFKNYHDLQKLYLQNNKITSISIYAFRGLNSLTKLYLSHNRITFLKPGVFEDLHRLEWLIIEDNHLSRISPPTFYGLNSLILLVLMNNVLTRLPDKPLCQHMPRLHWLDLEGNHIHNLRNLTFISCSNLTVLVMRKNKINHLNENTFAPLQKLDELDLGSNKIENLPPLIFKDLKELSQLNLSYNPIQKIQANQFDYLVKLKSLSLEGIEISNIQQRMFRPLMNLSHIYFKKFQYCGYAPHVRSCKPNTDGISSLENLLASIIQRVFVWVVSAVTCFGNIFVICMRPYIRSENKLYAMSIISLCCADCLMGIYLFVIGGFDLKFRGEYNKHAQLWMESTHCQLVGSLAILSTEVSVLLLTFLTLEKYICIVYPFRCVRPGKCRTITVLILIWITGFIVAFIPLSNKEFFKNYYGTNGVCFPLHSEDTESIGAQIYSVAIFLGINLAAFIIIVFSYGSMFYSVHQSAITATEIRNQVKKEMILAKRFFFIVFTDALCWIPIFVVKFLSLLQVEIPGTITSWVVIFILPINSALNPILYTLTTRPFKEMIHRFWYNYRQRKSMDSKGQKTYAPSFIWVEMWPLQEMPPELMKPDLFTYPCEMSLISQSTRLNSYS
D1 ag = Allosteric Agonists of the Human D1 Dopamine Receptor: qHTS; D(1A) dopamine receptor (Homo sapiens), P21728; HEK293 T-REx D1 cells, calcium flux, agonist mode; activation, % at 2 µM; actives 1% (n = 360,000); note: 0% is about no effect
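Agonism was scored from calcium flux recorded over 180 s (1 read/s) after pintool compound addition, following a 10-cycle baseline. Cells were inducible force-coupled HEK293 TREx D1, plated overnight at 30 C and loaded with no-wash calcium dye.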
D2 potentiator = HTS Assay for Positive Allosteric Modulators of the Human D2 Dopamine Receptor: Primary Screen for Potentiators; D(2) dopamine receptor (Homo sapiens), P14416; AID 485347, 2010; actives 0.34% (n = 340,000); potentiation, % at 10 µM; HEK293 T-REx D2, calcium flux, EC20 dopamine potentiation;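 active = potentiation over 3 SD above the plate norm, cut at about 30% in these data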; note: 0% is about no effect
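Using a no-wash calcium dye in inducible, force-coupled HEK293 Trex cells expressing D2, we tracked fluorescence each second for 180 s after compound, then for 180 s after EC20 dopamine to detect augmented signalling.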
TRHR enhancer = qHTS for Small Molecule Agonists and Allosteric Enhancers of Human TRH Receptor: Primary Screen for Enhancers. AID 493056, 2011. TRHR cells, fluo-8 calcium fluorescence, EC20 TRH enhancement. Thyrotropin-releasing hormone receptor (Homo sapiens), P34981. actives 0.66% (n = 360,000). enhancement, % at 2 µM; in the data active = enhancement above about 30%; note: 0% is about no effect
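Enhancer read-out: after compound pinning and an initial kinetic agonist-mode read, an EC20 of TRH (10 nM final) was injected and fluo-8 calcium signal (Ex 480/Em 530) followed at 1 s/cycle for 100 cycles in TRHR-expressing cells.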
D2 agonist = HTS Assay for Allosteric Agonists of the Human D2 Dopamine Receptor: Primary Screen for Agonists; actives 0.53% (n = 340,000); activation, % at 2 µM; HEK293 T-REx D2 cells, calcium flux agonist mode; D(2) dopamine receptor (Homo sapiens), P14416;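 active = activation over 3 SD above normal in the single-dose calcium agonist read, cut at about 30% in these data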; note: 0% is about no effect
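In this primary screen, compounds producing a positive calcium signal within 180 s of addition to tetracycline-induced, force-coupled HEK293 Trex D2 cells are flagged; cells are dye-loaded with a no-wash calcium kit beforehand.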
D1 PAM = Potentiators of Human D1 Dopamine Receptor: qHTS; potentiation, % at 10 µM; HEK293 TREx D1 cells, calcium flux, dopamine EC20 potentiation; actives 0.036% (n = 360,000); in the data active = potentiation above about 30%; note: 0% is about no effect
D1 antag = Antagonist of Human D 1 Dopamine Receptor: qHTS. D(1A) dopamine receptor (Homo sapiens), P21728. HEK293 TREx D1 cells, calcium flux, dopamine EC80; active compounds read low. activity change, negative = inhibition, % at 10 µM. actives 3.2% (n = 360,000). AID 504652, 2011; in the data active = activity change below about -30%; note: % is set by controls: 0 for no effect and ±100 for the full control effect
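Inducible Hek293 Trex D1 cells (tetracycline, overnight, 30 C). Calcium dye 30–90 min RT. Antagonist mode: EC80 dopamine added after 180 s compound read.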
The depositor's hits bear a star. Cut-off read from the data, not from the text of the source, unless noted: active = activation above about 30%; inactive = the rest. The order is random; overall some 7.1% were active at least once.

`COC(=O)CN1CC(=O)N(c2ccccc2)C1=S` gave TRHR agonist 0.3, D2 antag -8, RXFP1 antag 6, D1 ag 0, D2 potentiator 3, TRHR enhancer -2, D2 agonist 0.9, D1 PAM 4 and D1 antag -12.
`Cc1ccccc1NC(=O)Cc1nc(COC(=O)Cc2ccccc2F)cs1` gave TRHR agonist -0.5, D2 antag 5, RXFP1 antag 15, D1 ag 4, D2 potentiator -9, TRHR enhancer -4, D2 agonist -2.3, D1 PAM 5 and D1 antag -12.
`O=C(O)c1ccc2c(c1)ncn2C1CCCCCC1` gave TRHR agonist -0.2, D2 antag -16, RXFP1 antag -12, D1 ag 1, D2 potentiator -26, TRHR enhancer 3, D2 agonist -1.5, D1 PAM 7 and D1 antag 0.
For Cn1c(-c2ccc(F)cc2)cnc1SCC(=O)N1CCCc2ccccc21 the results were TRHR agonist -0.7, D2 antag 9, RXFP1 antag -11, D1 ag -1, D2 potentiator -7, TRHR enhancer -3, D2 agonist -1.2, D1 PAM -5 and D1 antag -19.
Screening COC(=O)CCC(=O)OC1(C)C(=O)C=C2C=C(C3CC3)N(CCCCO)C=C2C1=O (stereo not drawn) returned TRHR agonist 0.5, D2 antag 7, D1 ag 11, D2 potentiator 3, TRHR enhancer 13, D2 agonist -0.4, D1 PAM -2 and D1 antag 20.
`Cc1cc(C)cc(NC(=O)C2CCCN2C(=O)NC2CCCCC2)c1` (stereo not drawn) gave TRHR agonist 0.8, D2 antag -9, RXFP1 antag 4, D1 ag 0, D2 potentiator -1, TRHR enhancer 4, D2 agonist 1.0, D1 PAM -5 and D1 antag -7.
`Cc1ccc(CN(C(=O)c2ccccc2[N+](=O)[O-])C2CCS(=O)(=O)C2)o1` (stereo not drawn) gave TRHR agonist 0.6, RXFP1 antag 30, D1 ag 2, TRHR enhancer 2, D1 PAM -2 and D1 antag 2.
O=C(C[n+]1ccc2ccccc2c1)c1ccc(NC(=O)c2ccccc2)cc1 was read as TRHR agonist 0.4, D2 antag -10, RXFP1 antag -12, D1 ag 9, D2 potentiator -7, TRHR enhancer -1, D2 agonist 0.0, D1 PAM -4 and D1 antag 0.
`C1CCC2(CC1)OCC1(CO2)COC2(CCCCC2)OC1` gave TRHR agonist 0.3, D2 antag 4, RXFP1 antag -10, D1 ag 1, D2 potentiator 14, TRHR enhancer 4, D2 agonist -0.3, D1 PAM -7 and D1 antag -11.
For CCN(CC)C(=O)c1c(-c2ccccc2)c(-c2ccccc2)nn(CC)c1=O the results were TRHR agonist -0.4, RXFP1 antag -7, D1 ag -1, D2 potentiator 2, TRHR enhancer 1, D1 PAM 0 and D1 antag 3.
`Cc1cccc(C)c1NC(=O)CN(C)C(=O)CSC(=S)N1CCCC1` gave TRHR agonist -1.3, D2 antag 1, RXFP1 antag -8, D1 ag 4, D2 potentiator 9, TRHR enhancer 5, D2 agonist -1.1, D1 PAM 3 and D1 antag -7.
Clc1ccc(-c2cc(-c3ccccc3)on2)cc1 was read as TRHR agonist -0.2, D2 antag -12, D1 ag 0, D2 potentiator -8, TRHR enhancer 1, D2 agonist 0.6, D1 PAM -3 and D1 antag 2.
`COc1cccc(NC(=O)c2ccnc(N3CCC(C(=O)NCc4cc(OC)ccc4OC)CC3)c2)c1` gave TRHR agonist 0.4, D2 antag 7, RXFP1 antag -11, D1 ag 4, D2 potentiator 6, TRHR enhancer -4, D2 agonist -0.4, D1 PAM 6 and D1 antag 7.
For COc1ccc(CN(C)C(=O)C23CC4CC(CC(C4)C2)C3)c(OC)c1 the results were TRHR agonist 1.7, D2 antag -10, RXFP1 antag inconclusive, D1 ag 21, D2 potentiator 8, TRHR enhancer 11, D2 agonist 1.6, D1 PAM -6 and D1 antag -1.
Screening O=C(Nc1ccc(Cl)cc1C(=O)Nc1ccncc1)c1ccco1 returned TRHR agonist -1.5, D2 antag 10, RXFP1 antag 2, D1 ag 0, D2 potentiator -16, TRHR enhancer 5, D2 agonist 2.6, D1 PAM -6 and D1 antag -13.
`COC(=O)c1ccc(NC(=S)NC(=O)c2cccnc2)cc1` gave TRHR agonist 0.0, D2 antag 4, RXFP1 antag 6, D1 ag 3, D2 potentiator -6, TRHR enhancer 7, D2 agonist 1.3, D1 PAM 8 and D1 antag 13.
`CCOc1nc(C)cc(C)c1S(=O)(=O)c1cccc(C)c1` gave TRHR agonist -1.4, D2 antag -11, D1 ag 2, D2 potentiator -10, TRHR enhancer -9, D2 agonist -1.5, D1 PAM 0 and D1 antag 1.
`Cc1[nH]c2c(C)cccc2c1CN1CCC(CO)(Cc2ccccc2)CC1` gave TRHR agonist -2.8, D2 antag 26, RXFP1 antag -1, D1 ag 9, D2 potentiator -22, TRHR enhancer -5, D2 agonist -3.2, D1 PAM -18 and D1 antag -16.
Screening CC(C)N1CCN(c2ccc(S(=O)(=O)N3CCOCC3)cn2)CC1 returned TRHR agonist 1.2, D2 antag 1, RXFP1 antag 4, D1 ag 6, D2 potentiator -6, TRHR enhancer 9, D2 agonist -0.1, D1 PAM -6 and D1 antag 10.
`CC(=O)c1ccc(OCc2cc(C(=O)N3CCC[C@H]3CO)no2)cc1` gave TRHR agonist -0.4, D2 antag -3, RXFP1 antag 11, D1 ag 3, D2 potentiator -6, TRHR enhancer 0, D2 agonist -0.6, D1 PAM -3 and D1 antag -25.
`Cc1ccc(CNC(=O)Cn2c(=O)cc(C)c3c(C)nn(-c4cccc(F)c4)c32)cc1` gave TRHR agonist -0.3, RXFP1 antag -4, D1 ag 0, D2 potentiator 6, TRHR enhancer -9, D2 agonist 0.6, D1 PAM -5 and D1 antag -10.
CCCC(=O)Nc1nnc(SCC)s1 was read as TRHR agonist -0.3, D2 antag -11, RXFP1 antag 3, D1 ag 1, D2 potentiator 5, TRHR enhancer 10, D2 agonist -0.2, D1 PAM -5 and D1 antag -1.
Screening O=C(N/N=C/c1ccccn1)c1ccco1 returned TRHR agonist -0.8, D2 antag -1, RXFP1 antag -15, D1 ag 1, D2 potentiator 5, TRHR enhancer 6, D2 agonist -0.8, D1 PAM -6 and D1 antag -3.
Screening Cc1ccc(NC(=O)Cn2cc(S(=O)(=O)c3ccc(C)cc3)c(=O)c3cc(F)ccc32)cc1 returned TRHR agonist 0.7, D2 antag 24, RXFP1 antag -2, D1 ag -1, D2 potentiator -13, TRHR enhancer 4, D2 agonist 0.5, D1 PAM 0 and D1 antag 11.
For Cc1ccc(C(=O)NCC(=O)OCC(=O)NC2CCS(=O)(=O)C2)cc1C (stereo not drawn) the results were TRHR agonist 1.0, D2 antag 19, RXFP1 antag -16, D1 ag -2, D2 potentiator 2, TRHR enhancer 2, D2 agonist 0.7, D1 PAM -2 and D1 antag -4.
Screening COCC(C)NS(=O)(=O)c1ccc(C)cc1 (stereo not drawn) returned TRHR agonist 0.3, D2 antag 2, RXFP1 antag 3, D1 ag 0, D2 potentiator -1, TRHR enhancer 1, D2 agonist -0.1, D1 PAM -4 and D1 antag -1.
`CCc1nc2oc3ccccc3c(=O)c2cc1C(=O)OC` gave TRHR agonist -0.6, D2 antag 5, RXFP1 antag -10, D1 ag -1, D2 potentiator 0, TRHR enhancer -4, D2 agonist 0.4, D1 PAM -8 and D1 antag 3.
Screening COc1cccc(N2CCN(c3nc(-c4ccccc4C)cc(=O)[nH]3)CC2)c1 returned TRHR agonist 0.5, D2 antag 15, RXFP1 antag 0, D1 ag 5, D2 potentiator 15, TRHR enhancer 9, D2 agonist 0.7, D1 PAM 6 and D1 antag 17.
For COc1ccc(C2c3sc(=O)[nH]c3SC3C(=O)N(c4ccccc4)C(=O)C32)cc1 (stereo not drawn) the results were TRHR agonist 1.3, D2 antag -11, D1 ag 2, D2 potentiator 12, TRHR enhancer 1, D2 agonist 0.2, D1 PAM 1 and D1 antag 14.
Screening Cc1ccc2c(c1)N(CCC(=O)NCC1COc3ccccc3O1)C(=O)CO2 (stereo not drawn) returned TRHR agonist 0.2, D2 antag -23, RXFP1 antag 1, D1 ag -1, D2 potentiator 8, TRHR enhancer -1, D2 agonist 0.0, D1 PAM -1 and D1 antag -14.
`CNC(=O)CS(=O)(=O)CC(=O)Nc1cc(OC(C)C)c(Cl)cc1Cl` gave TRHR agonist 0.6, D2 antag -3, RXFP1 antag 6, D1 ag 2, D2 potentiator -2, TRHR enhancer -8, D2 agonist 0.4, D1 PAM 0 and D1 antag 3.
For O=C1CC(c2nc(-c3cccc(Cl)c3)no2)CN1c1ccc2c(c1)OCCO2 (stereo not drawn) the results were TRHR agonist 0.8, RXFP1 antag -11, D1 ag 15, D2 potentiator -3, TRHR enhancer 2, D2 agonist -0.5, D1 PAM -1 and D1 antag -9.
COc1ccc(N2CCN(c3oc(/C=C/c4ccccc4OC)nc3C#N)CC2)cc1 was read as TRHR agonist -0.9, RXFP1 antag -6, D1 ag 0, D2 potentiator 6, TRHR enhancer 0, D2 agonist -0.7, D1 PAM 3 and D1 antag 3.
`Cc1ccc(C(=O)NCCCNc2ccc(C(F)(F)F)cc2[N+](=O)[O-])cc1` gave TRHR agonist -0.8, D2 antag 0, RXFP1 antag 9, D1 ag 1, D2 potentiator 2, TRHR enhancer -3, D2 agonist -1.1, D1 PAM -1 and D1 antag -2.

Arranged by molar mass (highest first): part of the list above.
For O=C1CC(c2nc(-c3cccc(Cl)c3)no2)CN1c1ccc2c(c1)OCCO2 (stereo not drawn) the results were TRHR agonist 0.8, RXFP1 antag -11, D1 ag 15, D2 potentiator -3, TRHR enhancer 2, D2 agonist -0.5, D1 PAM -1 and D1 antag -9.
For Cc1ccc(C(=O)NCC(=O)OCC(=O)NC2CCS(=O)(=O)C2)cc1C (stereo not drawn) the results were TRHR agonist 1.0, D2 antag 19, RXFP1 antag -16, D1 ag -2, D2 potentiator 2, TRHR enhancer 2, D2 agonist 0.7, D1 PAM -2 and D1 antag -4.
`Cc1ccc(C(=O)NCCCNc2ccc(C(F)(F)F)cc2[N+](=O)[O-])cc1` gave TRHR agonist -0.8, D2 antag 0, RXFP1 antag 9, D1 ag 1, D2 potentiator 2, TRHR enhancer -3, D2 agonist -1.1, D1 PAM -1 and D1 antag -2.
